Pf Dd2 inh: blocks in vitro growth of P. falciparum Dd2; P. falciparum Dd2 growth, SYBR Green, 72 h; Potency, µM (top dose mostly 28.9 µM), for inactives: at the highest dose activity, negative = inhibition, hits mostly inhibitors; hit rate 4.3% among 120,000; AID 1347417; active = well fitted inhibition curve with a large enough effect; inconclusive = small, poorly fitted or top-dose-only effect; inactive = no such curve, though single readings can be large or run the other way;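 note: plate controls were DMSO vehicle for no effect and reference drug for full effect; nearly all actives have a fitted effect of over 65% in size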
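Infected erythrocytes (Dd2, 0.3% parasitemia, 2.5% hematocrit final) are added to compound in RPMI-1640/Albumax II medium, grown 72 h at 37C in low oxygen, then lysed with saponin/Triton-X containing SYBR Green and read by fluorescence.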
* = called active by the depositor; i = inactive; ? = inconclusive; [ ] = remark or other dose. Potency is the fitted concentration of half-maximal effect. The list is partial; the hit share may differ from the screen's.

structure	Pf Dd2 inh
NC1(Cc2cc(CN3CCN(c4ccccc4)CC3)on2)COC1	21%[44.1 µM]
Cc1ccccc1-c1[nH]nc2ncc(-c3c(C)noc3C)nc12	-4%[44.1 µM]
O=C(NC[C@H]1O[C@@H](CC(=O)N2CCc3ccccc32)[C@H](O)[C@@H]1O)c1ccco1	?
CCOC(=O)c1cc(-c2ccc(OC)cc2)n(CCC(=O)Nc2cccc(C(C)=O)c2)c1C	?
COc1ccc(CN2C(=O)COC[C@H]2C(=O)NCc2ccc(F)cc2F)cc1OC	58%[activator]
O=C1[C@H]2CN(Cc3ccc(F)c(Cl)c3)C[C@H]2C(=O)N1Cc1ccc2c(c1)OCO2	i
COCCc1noc(C2CN(C(=O)Nc3ccc(C)c(C)c3)C2)n1	-14%
Cc1noc(-c2ccc3c(c2)OCO3)c1C(=O)NCCSCc1ccccc1	-11%
COc1ccc(N2CCN(c3ncnc4c3cnn4-c3ccc(C)c(Cl)c3)CC2)cc1	40%[activator]
COCCOC1CN(C2CCN(C(=O)c3cccc(C)c3)CC2)C12CCCCC2 (stereo not drawn)	?
CCOc1ccccc1NC(=O)CSc1nc2cc(OC)c(OC)cc2c2nc(-c3ccccc3)nn12	-1%
COC(=O)c1scc(-c2ccc(C)cc2)c1S(=O)(=O)Nc1cc(Cl)c(OC)cc1OC	8.9µM*
COC(=O)c1ccccc1NC(=O)C1CCCN(C(=O)c2cnn(-c3ccc(F)cc3)c2-n2cccc2)C1 (stereo not drawn)	-6%
Cc1ccc(CSc2nc3cccnc3n2Cc2ccc(C(=O)NC3CC3)cc2)cc1	1%
O=C(NCCN1CCCCC1)C1(CCO)CC12CCOCC2 (stereo not drawn)	16%
Cc1ccc(C)c(CNC(=O)c2ccc3c(c2)nc2n3CCOC2)c1	39%[activator]
O=C([C@@H]1C[C@H](Oc2ccccc2)CN1C(=O)Cc1cccc(F)c1)N1CCOCC1	8%
CCCCN(CC)C(=O)Cn1nc(C)c2c(C)n(-c3ccccc3)nc2c1=O	1%
Cc1cccc(CNC(=O)c2ccc(Cn3c(SCc4cccc(F)c4)nc4cccnc43)cc2)c1	i
O=C1CCN(S(=O)(=O)c2ccccc2)CCCN(C(=O)c2ccoc2)CCN1	20%
Cn1ccnc1CN1C[C@@H](F)[C@@H](OCc2nc3ccc(C(F)(F)F)cc3[nH]2)C1	?
O=C(Nc1ccc(F)c(Cl)c1)c1cnc(-c2ccccc2)nc1-c1ccncc1	?
CN1CCC(O)(C(=O)N2C[C@@H](C(=O)O)[C@H](c3ccc(F)cc3)C2)CC1	-4%
CC1=NS(=O)(=O)N(C)C=C1C(=O)OCc1nc(-c2cccc(Br)c2)no1	27%
O=C(O)C1CN(C(=O)N2CCOCC2)CCN(C2CCOCC2)C1 (stereo not drawn)	2%

Random excerpt: 6 entries already listed, in no set order.
structure	Pf Dd2 inh
COc1ccc(N2CCN(c3ncnc4c3cnn4-c3ccc(C)c(Cl)c3)CC2)cc1	40%[activator]
COCCOC1CN(C2CCN(C(=O)c3cccc(C)c3)CC2)C12CCCCC2 (stereo not drawn)	?
CCCCN(CC)C(=O)Cn1nc(C)c2c(C)n(-c3ccccc3)nc2c1=O	1%
COC(=O)c1ccccc1NC(=O)C1CCCN(C(=O)c2cnn(-c3ccc(F)cc3)c2-n2cccc2)C1 (stereo not drawn)	-6%
Cc1ccc(CSc2nc3cccnc3n2Cc2ccc(C(=O)NC3CC3)cc2)cc1	1%
O=C(NC[C@H]1O[C@@H](CC(=O)N2CCc3ccccc32)[C@H](O)[C@@H]1O)c1ccco1	?

The list continues:
structure	Pf Dd2 inh
Cc1ccc(-c2cc(N3CCC(CNC(=O)c4ccc5nc[nH]c5c4)CC3)n[nH]2)cc1	?
COc1ccc(S(=O)(=O)N(CC(=O)Nc2cccc(C)c2)c2ccc(C)cc2)cc1OC	-2%
COc1ccc(CN2CCN(CCC=C(C)C)CC2CCO)cc1C (stereo not drawn)	?
Cc1ccc(C2CC(=O)n3nc(-c4ccc(Cl)cc4)nc3S2)cc1 (stereo not drawn)	10%
CCOC(=O)c1ccc(NC(=O)C2=C(C)C(=O)OC23CCCCCC3)cc1	23%
O=C1Nc2ccccc2C12CN(Cc1ccsc1)C2	-6%[44.1 µM]
Cn1cc(C(=O)NCC2CN(C(=O)c3ccc(Oc4ccccc4)cc3)CC23CN(c2ccccc2)C3)cn1 (stereo not drawn)	?
COCCOCc1nc(C2CCN(C(=O)NCc3ccc(C)cc3)CC2)no1	-25%
O=C(NCCc1csc(-c2ccc(Cl)cc2)n1)c1cccs1	i
CN1Cc2ncnc(NCC3CC3)c2CN(c2ccc(Cl)cc2)C1=O	i
Cc1ccc(Nc2c(-c3ccc(N4CCOCC4)cc3)nc3ccc(Cl)cn23)cc1	47%[activator]
COc1ccc(CCNC(=O)Cn2c(=O)cc(C(F)(F)F)c3c(C)nn(C)c32)c(OC)c1	31%[activator]
Cc1c(-c2ccc(F)cc2)[nH]c2ccc(CNC(=O)c3cnn(C)c3)cc12	-19%
CN(C)C[C@@H]1CN(C)C[C@H]1NC(=O)Cc1ccc(Cl)cc1	i
O[C@@H]1C[C@@H](c2nc(-c3ccncc3)no2)N(Cc2ccccc2)C1	-21%[44.1 µM]
COc1ccc(C(=O)N[C@@H]2CCC[C@@H]2C(=O)NC2CCN(Cc3ccccc3)CC2)cn1	-18%
Cc1ccc(C)c(N2CCN(C(=O)C3CCN(Cc4nc(-c5cccc(Cl)c5)oc4C)CC3)CC2)c1	19%
COCCn1c(CNC(=O)c2ccc(C)cc2)nc2cccnc21	17%
Cc1ccc(-n2nc(-c3c(C)nc4scc(CC(=O)NC(C)C)n4c3=O)cc2C)cc1	i
CC(C)NC(=O)NC1CC2(CCN(C(=O)Cc3cnc[nH]3)CC2)c2ccccc21 (stereo not drawn)	57%[activator]
COC(=O)c1ccc(NS(=O)(=O)c2ccc3[nH]c4c(c3c2)CCCCC4)cc1	11%
CN1CCC(NC[C@H]2O[C@H](Cc3cc(-c4cccc(O)c4)on3)CC[C@@H]2O)CC1	4%[44.1 µM]
CN1C(=O)c2cccn2CC1CNS(=O)(=O)c1ccccc1 (stereo not drawn)	-26%
NCCc1cccc(CN2CCCC(COc3ccccc3F)C2)c1 (stereo not drawn)	2µM*
CCc1nc(-c2c3n(c(=O)n(CCOc4ccc(F)cc4)c2=O)CCCC3)no1	-7%
COCC(=O)N1CCCn2ccnc2C1C(C)C (stereo not drawn)	19%
CC(C)(C)C(=O)N1CCC2(CC1)CCN(Cc1cccs1)c1ccccc1O2	10µM*
COc1ccc(C(=O)NCc2nnc3c(-c4nc(C)no4)cccn23)cc1	-6%
CCC(C)Nc1ncnc2c1cnn2-c1ccc(F)cc1 (stereo not drawn)	i
COc1ccc(-c2cc3c(=O)n(CCNC(=O)c4ccco4)ccn3n2)cc1	-27%
CCOc1ccccc1CNC(=O)[C@@]12CCCC[C@H]1N(CCOC)C(=O)CC2	?
Cn1nc(C2CCN(C(=O)c3ccco3)CC2)c2c1CCOC2	i[5.79 µM]
CCOc1ccc(NC(=O)C2CCCN(c3nnc(C)c4c(C)n(-c5ccccc5)nc34)C2)cc1 (stereo not drawn)	6%
COCC(=O)N1CCCCC1c1nc(-c2ccccc2)n[nH]1 (stereo not drawn)	?
C=CCN1C[C@@H]2CN(C(=O)CCc3ccc(OC)cc3)C[C@]2(C(=O)O)C1	2%
COCCn1c(C)cc(C(=O)N2CCCC(c3[nH]ccc3C(N)=O)C2)c1C (stereo not drawn)	i
COc1ccc(Br)cc1CNCc1c(C(=O)O)c(C)n(Cc2ccccc2C)c1C	-26%
COc1ccc(C)c2sc(N(Cc3cccnc3)C(=O)C3CCCCC3)nc12	?
CCn1c2ccccc2c2cc(C(=O)N3C[C@@H](Oc4ccccc4)C[C@@H]3C(=O)NC)ccc21	?
CCCOc1ccc(C2C(=O)N(C3CCCCC3)CC(=O)N2CCc2ccccc2)cc1OC (stereo not drawn)	?
O=C(O)CN1C(=O)[C@@H]2C[C@@H](CN2C(=O)c2ccccc2)Oc2ccccc21	-7%[44.1 µM]
O=C(CCOc1ccccc1)N(Cc1cccnc1)c1nc2c(F)cc(F)cc2s1	?
Cc1ccc(-n2ncc3c(NC4CCCC4)ncnc32)cc1	i
CC(NC(=O)c1cc(-c2ccc(Cl)cc2)on1)c1ccccc1 (stereo not drawn)	-10%
COc1ccc(Cl)cc1Nc1ncnc2c1nc1n2CCCC1	1%
CCOc1ccc(S(=O)(=O)N(CC(=O)NCCSCc2ccccc2)c2ccccc2)cc1	-1%
CCOc1ccc(/C=C/c2nc(C#N)c(NCc3ccc(OC)cc3)o2)cc1	-6%
CCOC(=O)c1scc(-c2ccc(C)cc2)c1S(=O)(=O)Nc1cc(Cl)ccc1OC	-26%
COc1cccc(C(=O)Nc2cc(-c3ccccc3)nn2-c2ccccc2)c1	8%
CN1C(=O)Cc2ccccc2C1C(=O)N1CCN(c2ccc(Cl)cc2)CC1 (stereo not drawn)	i

The list goes on:
structure	Pf Dd2 inh
CCn1c2c(c(=O)n1-c1ccccc1)CCN(C(=O)COc1ccccc1)C2	6%[44.1 µM]
Cc1nc(N2CCOCC2)c2c(C(=O)Nc3cccc(C(F)(F)F)c3)c(C)oc2n1	0%
CC(NC(=O)CCn1c(=O)c2cccn2c2ccc(F)cc21)c1ccccc1 (stereo not drawn)	i
CCc1cccc(C)c1NC(=O)Cn1ccn2nc(-c3ccc(F)cc3)c(CO)c2c1=O	?
NC(=O)C1(N2CCCCC2)CCN(C(=O)Nc2ccc(Cl)c(Cl)c2)CC1	-1%
O=C(NCc1nnc2cc(-c3nc(C4CC4)no3)ccn12)c1cccnc1	?
CCN(CC)C(=O)c1cc2c(s1)CCC(C(=O)Nc1ccc(OC)c(F)c1)C2 (stereo not drawn)	i
CC(C)OCCCN1C(=O)c2[nH]nc(-c3ccccc3O)c2C1c1ccccc1F (stereo not drawn)	11µM*
O=C1CCN(S(=O)(=O)c2ccccc2)CCCN(C(=O)C2CCCC2)CCN1	-6%
COc1ccc(NC(=O)CSC2=Nc3ccccc3C3=NC(CC(=O)NCc4ccco4)C(=O)N23)cc1 (stereo not drawn)	i
O=C(CCS(=O)(=O)c1nc(-c2cccs2)cc(C(F)(F)F)n1)Nc1ccc(Br)cc1	-2%
COc1cccc(CN2CCCC(c3nc(-c4cccnc4)no3)CCNC(=O)CC2)n1 (stereo not drawn)	-14%
CC1CCCCN1CCCNC(=O)Cn1ncc2c3ccccc3n(Cc3ccccc3F)c2c1=O (stereo not drawn)	5µM*
CCOCCCNC(=O)N1CCC(OC2CCN(Cc3ccccc3)CC2)CC1	-7%
O=C(Nc1cccnc1)c1nc2c(o1)CCN(CCCc1ccccc1)CC2	-19%[44.1 µM]
Cn1nccc1C(=O)N1CCCC(Cc2nc(C3CCOCC3)no2)C1 (stereo not drawn)	34%[activator]
Cc1noc(C)c1[S+](=O)([O-])N1CCCC(c2nn(-c3cccc(Cl)c3)c(=O)[nH]2)C1 (stereo not drawn)	-28%
Cc1c(CN2CCCC23CCN(c2ccc(C(F)(F)F)cn2)CC3)cc(C#N)n1C	?
Cc1ccc(NC(=O)Cn2c(=O)n(-c3ccc(C)cc3)c(=O)c3c2cnn3C)cc1	-14%
CCCN1CCCCC12Cc1ccccc1CN(C(=O)CCC(=O)O)C2 (stereo not drawn)	2%
O=C(Cn1c(=O)n(-c2ccccc2)c(=O)c2c3c(sc21)CCCC3)Nc1ccccc1	i
CCC(CC)c1nn2c(=O)cc(COc3ccc(NC(=O)c4ccc(C)cc4)cc3)nc2s1	?
O=C(Cc1c[nH]c2ncc(-c3ccc4c(c3)OCO4)cc12)N1CCOCC1	2%[44.1 µM]
CCc1ccccc1NC(=O)Cn1nc(-c2cc(C)ccc2C)c2c(c1=O)CCCC2	-29%
O=C(NCc1cccc(F)c1)c1cccnc1N1CC2CC(C1)[C@H]1CCCC(=O)N1C2 (stereo partly drawn)	?
CC(C)(C)OC(=O)N1CCC(c2c(C(=O)NCc3ccco3)cnn2-c2ccccc2Cl)CC1	?
COc1ccc(C(=O)N2CC[C@@H](CC(=O)O)[C@@H](CCN3C[C@@H]4C[C@H](C3)c3cccc(=O)n3C4)C2)cc1	27%
NC(=O)Cc1c[nH]c2ncc(-c3ccc(F)c(Cl)c3)cc12	?
Cc1noc(C)c1CC(=O)N[C@@H]1CN(Cc2cccnc2)C[C@H]1CN(C)C	35%[activator]
O=C1CC(c2ccccc2)N(C(=O)C2CC2)CCCN(C(=O)c2c[nH]c3ccccc23)CCN1 (stereo not drawn)	i
COc1cccc(N2CCN(C3=NS(=O)(=O)C(c4ccc(C)cc4)=C3C)CC2)c1	9%
O=C(NC1CC1)c1nc(-c2ccccc2)c2ccccn12	?
O=C(c1cccnc1)N1CCn2cc(C(=O)N3CCOCC3)nc2C1	0%
CCC(=O)N1CCCC(Cc2nncn2-c2ccccc2)C1 (stereo not drawn)	0%
CCOC(=O)C1=CN(CC(=O)Nc2cccc(C(C)C)c2)S(=O)(=O)N=C1C	-4%
COC1C(=O)N(CC2CC2)C12CCN(C(=O)Cc1c[nH]c3ccccc13)CC2 (stereo not drawn)	-24%
CCN(CC)CCCNC(=O)c1ccc2nc(N3CCCCC3)sc2c1	-9%
Cc1nc(-c2ccc(F)cc2)sc1CCNC(=O)C(=O)Nc1ccc2c(c1)OCCO2	i

Assay outcomes from PubChem.
